From PubChem
PfHsp40 yeast: compounds rescuing yeast from Plasmodium falciparum HSP40 toxicity | S. cerevisiae expressing PfHsp40, growth rescue, ATP luminescence | growth rescue, % at 12.5 µM | actives 0.68% (n = 340,000); in the data active = growth rescue above about 28%, passing the limit was not always enough; inconclusive = no clear call, values can overlap the other calls;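 note: yeast W303a lacking pdr1 and pdr3 grown in galactose medium; growth measured after three days at 30 °C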
Y pestis TopoI: Y. pestis Topo-I inhibition via cleavage products; actives 0.064% (n = 360,000); Y. pestis Topo-I cleavage product accumulation, plate reader; activity, % at 10 µM; in the data active = activity above about 50%, passing the limit was not always enough; inconclusive = no clear call, values can overlap the other calls; note: inactives centre near 2
FadD28 FP inh: blocks FadD28 binding to the bisubstrate probe; fluorescence polarization; actives 0.22% (n = 360,000); inhibition, % at 12.5 µM; in the data active = inhibition above about 8.5%, passing the limit was not always enough; inconclusive = no clear call, values can overlap the other calls
PrPC TRFRET: inhibitors of human cell surface prion protein PrPC. P04156. TR-FRET read-out. inhibition, % at 13.8 µM. actives 0.43% (n = 370,000). AID 720596; in the data active = inhibition above about 24%; note: 0% = median of the test wells and 100% = reference compound wells
Anthrax LF inh2: anthrax lethal factor protease inhibition; P15917; multiplex microsphere protease cleavage assay, LF; inhibition, % at 10 µM; actives 0.12% (n = 360,000); AID 588501; note: plate controls were buffer without enzyme for full effect and enzyme alone for no effect
CCHFV vOTU inh: CCHFV vOTU protease inhibition; inhibition, % at 11.5 µM; actives 0.55% (n = 370,000); Pep-AMC fluorescence; in the data active = inhibition above about 30%; note: 0% = vehicle wells with enzyme and 100% = no enzyme wells
TcdB inh: inhibitors of Clostridioides difficile toxin B glycohydrolase. P18177. TcdB glycohydrolase enzymatic assay, plate reader. inhibition, % at 9.99 µM. actives 0.24% (n = 350,000). AID 652162; in the data active = inhibition above about 10%
Target sequence (P18177 whole entry, looked up): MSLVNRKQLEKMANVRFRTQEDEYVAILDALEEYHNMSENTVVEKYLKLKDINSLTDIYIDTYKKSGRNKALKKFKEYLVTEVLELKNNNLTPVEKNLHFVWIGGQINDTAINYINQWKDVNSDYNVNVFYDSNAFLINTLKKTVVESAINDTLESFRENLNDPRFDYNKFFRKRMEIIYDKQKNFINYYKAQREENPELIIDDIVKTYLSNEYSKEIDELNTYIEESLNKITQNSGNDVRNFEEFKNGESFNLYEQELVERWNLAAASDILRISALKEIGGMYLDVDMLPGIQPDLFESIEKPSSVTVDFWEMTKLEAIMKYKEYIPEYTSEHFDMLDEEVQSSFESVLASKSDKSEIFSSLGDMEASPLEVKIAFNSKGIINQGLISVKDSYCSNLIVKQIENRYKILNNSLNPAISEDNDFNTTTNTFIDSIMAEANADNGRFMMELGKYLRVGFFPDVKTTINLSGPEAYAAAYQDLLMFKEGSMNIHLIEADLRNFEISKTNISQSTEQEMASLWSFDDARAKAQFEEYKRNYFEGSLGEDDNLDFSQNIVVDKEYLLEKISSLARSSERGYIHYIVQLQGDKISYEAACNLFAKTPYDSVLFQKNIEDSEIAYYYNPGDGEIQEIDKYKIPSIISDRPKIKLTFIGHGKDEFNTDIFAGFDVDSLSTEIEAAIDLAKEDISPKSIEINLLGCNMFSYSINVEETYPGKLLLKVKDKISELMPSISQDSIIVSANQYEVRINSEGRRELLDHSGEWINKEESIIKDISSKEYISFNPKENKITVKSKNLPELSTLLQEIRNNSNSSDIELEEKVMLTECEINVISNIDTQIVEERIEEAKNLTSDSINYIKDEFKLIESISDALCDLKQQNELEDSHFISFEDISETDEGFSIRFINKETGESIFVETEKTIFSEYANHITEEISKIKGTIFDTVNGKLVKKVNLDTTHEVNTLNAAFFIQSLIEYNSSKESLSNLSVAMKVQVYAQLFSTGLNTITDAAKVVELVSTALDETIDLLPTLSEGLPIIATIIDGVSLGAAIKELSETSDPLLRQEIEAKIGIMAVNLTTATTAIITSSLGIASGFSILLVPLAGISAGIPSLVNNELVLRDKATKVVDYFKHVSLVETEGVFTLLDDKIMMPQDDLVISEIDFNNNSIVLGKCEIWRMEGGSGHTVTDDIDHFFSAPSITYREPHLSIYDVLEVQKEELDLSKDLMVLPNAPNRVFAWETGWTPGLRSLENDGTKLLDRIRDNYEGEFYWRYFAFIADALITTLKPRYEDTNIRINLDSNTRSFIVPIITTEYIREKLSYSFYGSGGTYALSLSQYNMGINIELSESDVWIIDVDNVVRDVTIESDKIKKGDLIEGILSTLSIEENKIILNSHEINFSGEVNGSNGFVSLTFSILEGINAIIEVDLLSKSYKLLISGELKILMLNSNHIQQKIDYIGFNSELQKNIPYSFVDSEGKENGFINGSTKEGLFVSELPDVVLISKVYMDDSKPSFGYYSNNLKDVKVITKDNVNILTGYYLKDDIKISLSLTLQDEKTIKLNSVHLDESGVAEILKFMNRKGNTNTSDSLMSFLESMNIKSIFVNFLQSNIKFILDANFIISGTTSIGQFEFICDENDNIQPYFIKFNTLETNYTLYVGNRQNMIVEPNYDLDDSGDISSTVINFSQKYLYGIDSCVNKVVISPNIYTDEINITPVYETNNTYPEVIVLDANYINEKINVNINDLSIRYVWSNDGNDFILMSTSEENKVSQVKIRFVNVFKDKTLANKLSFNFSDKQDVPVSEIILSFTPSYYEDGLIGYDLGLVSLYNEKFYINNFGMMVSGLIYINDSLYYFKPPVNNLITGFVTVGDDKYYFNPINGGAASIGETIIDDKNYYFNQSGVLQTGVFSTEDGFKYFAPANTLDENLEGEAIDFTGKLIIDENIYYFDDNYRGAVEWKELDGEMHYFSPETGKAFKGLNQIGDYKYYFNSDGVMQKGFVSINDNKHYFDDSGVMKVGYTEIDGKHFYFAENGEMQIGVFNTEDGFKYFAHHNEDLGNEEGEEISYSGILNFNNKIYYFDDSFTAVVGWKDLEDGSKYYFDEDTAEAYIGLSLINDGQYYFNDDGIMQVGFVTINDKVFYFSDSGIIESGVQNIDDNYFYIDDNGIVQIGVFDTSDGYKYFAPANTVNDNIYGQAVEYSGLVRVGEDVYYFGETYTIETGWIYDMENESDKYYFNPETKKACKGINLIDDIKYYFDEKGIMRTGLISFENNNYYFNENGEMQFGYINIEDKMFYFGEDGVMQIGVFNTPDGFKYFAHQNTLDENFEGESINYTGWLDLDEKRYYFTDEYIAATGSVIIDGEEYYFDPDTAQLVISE
BoNT A protease: inhibitors of Botulinum neurotoxin A light chain protease; multiplex microsphere protease substrate cleavage, flow cytometry; inhibition, % at 10 µM; actives 0.17% (n = 360,000); note: plate controls were buffer without enzyme for full effect and enzyme alone for no effect
BoNT-F LC inh: blocks Botulinum neurotoxin F light chain protease | Multiplex microsphere protease cleavage assay, flow cytometry | inhibition, % at 10 µM | actives 0.22% (n = 360,000); in the data active = inhibition above about 35%, passing the limit was not always enough; inconclusive = no clear call, values can overlap the other calls; note: plate controls were buffer without enzyme for full effect and enzyme alone for no effect
Active calls of the source: *; ? = inconclusive; . = no result given; & = joins results of further samples. Cut-off read from the data, not from the text of the source, unless noted: active = inhibition above about 30%; inconclusive = no clear call, values can overlap the other calls; inactive = below that.

mol	BoNT-F LC inh	TcdB inh	FadD28 FP inh	Y pestis TopoI	BoNT A protease	PrPC TRFRET	Anthrax LF inh2	CCHFV vOTU inh	PfHsp40 yeast
Cc1ccc(CNC(=O)CCn2nc(-c3ccc(Cl)cc3)ccc2=O)cc1	0.2	.	-3.9	1.1	1.8	-13.8	-2.5	-2.8	1.1
CC1=CC[C@@]23CCCN2C(=O)CCC[C@H]3C1	-0.6	2.2	-3.7	0.9	-0.2	1.6	1.6	-6.8	0.4
O=S(=O)(CCN1CCOCC1)c1ccc(Cl)cc1	?	0.1	-1.9	2.4	3.4	1.4	3.4	5.3	-0.8
CC(=O)C(=Cc1ccccc1)c1ccccc1	6.7	2.0	.	.	0.4	0.8	-4.1	10.8	.
CCC(=O)Nc1ccc(C(=O)NNC(=O)COc2cc(C)ccc2C)cc1	-1.3	.	0.2	1.7	-0.3	6.9	-0.1	6.8	-0.6
O=C(CSc1ncnc2c1oc1ccccc12)Nc1cccc(F)c1	0.2	.	0.8	3.6	-0.6	-0.7	-6.0	-1.8	-0.2
O=C(OCCN1CCOCC1)C(c1ccccc1)c1ccccc1	-10.6	.	-1.3	-6.5	-0.1	-1.6	-2.1	-19.4	-1.4
CCOC(=O)c1cc(C)sc1NC(=O)CCC(=O)O	-2.5	.	-0.1	7.8	0.0	-4.6	-2.4	0.3	-0.8
Cc1cccc(NP2(=O)NCCCN2)c1	-9.0	1.5	-0.9	7.0	0.3	-7.7	-1.5	10.6	-0.7
CC(=O)Oc1ccc(CN2C(=O)C(CCc3ccccc3)ON=C2c2cnccn2)cc1 (configuration not stated)	0.0	-0.4	-2.7	30.0	-0.8	-0.9	0.0	-1.4	.
Cc1ccc(-n2[nH]c(C)c(C=Nc3ccc4[nH]c(=O)[nH]c4c3)c2=O)cc1	-6.2	0.3	-1.6	-6.8	0.9	-6.5	-2.2	3.0	-0.3
CC(=CCOc1ccc2ccc(=O)oc2c1)C1=CC(=O)C(C)(C)O1	-1.0	0.3	-0.8	1.3	-0.3	-3.3	-8.6	-13.6	.
Cc1cc(C(=O)CS(=O)(=O)c2ccccc2)cc(C)c1OC(=O)N(C)C	-6.3	-0.3	-2.6	2.9	0.2	-3.4	-4.0	-12.0	1.4
COc1ccc(C2C(C(=O)NC(C)C)c3ccccc3C(=O)N2C)cc1OC (configuration not stated)	19.8	.	-3.1	6.2	2.1	5.5	0.4	-2.2	-0.6
CCOc1cc(C(=O)NCCOC)cc(OCC)c1OCC	-7.5	.	-2.6	-0.3	-0.3	-7.1	-2.3	12.9	0.3
CC1Oc2ccccc2OC1(O)c1ccccn1 (configuration not stated)	-0.2	0.0	-1.1	0.2	-0.4	-6.2	-0.7	11.8	-0.1
O=C(COC(=O)COc1ccc(Cl)cc1Cl)NC1CCCC1	3.1	1.9	0.6	13.7	-0.5	-1.6	-2.3	-1.5	-0.8
O=C(CNC(=O)Cc1ccccc1)NCC(=O)OCc1ccc(C(=O)c2ccccc2)cc1	-2.8	-0.7	-0.6	40.5	-1.4	.	-7.1	.	-0.7
CCOC(=O)C1=C(C)NC(=O)NC1c1cccc(O)c1 (configuration not stated)	5.1	.	-1.1	2.7	0.0	2.5	-4.3	-4.9	0.8
O=C(OCc1cn([C@@H]2C[C@H](c3ccccc3)N(Cc3cccs3)C[C@H]2O)nn1)c1ccccc1	2.7	1.0	-2.5	17.3	-0.8	2.1	-2.0	2.4	.
COc1ccccc1NC(=S)N1CCNC(=O)C1CC(=O)Nc1cccc(C)c1 (configuration not stated)	-2.2	1.4	-2.6	4.4	0.1	-7.5	1.7	-4.5	-1.6
CSCCC(=O)N1CCCC(CNC(=O)c2ccccc2Cl)C1 (configuration not stated)	-2.7	1.5	-2.1	4.9	-0.7	-5.3	-11.3	-1.3	-1.3
COc1ccc(O)c(C(=O)c2cc(C#N)c(=O)n(-c3ccc(Cl)cc3)c2)c1	-11.0	3.7	-5.4	5.1	0.2	-5.1	-2.9	1.2	0.4
COc1cccc(/C=C/C(=C2/C(=O)N(c3ccccc3)N=C2C)c2ccc(Br)cc2)c1OC	-4.7	.	-0.8	-1.3	-0.5	.	-0.4	.	0.4
Cc1cc(C(C)(C)C)ccc1OCC(=O)N/N=C\c1c(C)n(C)n(-c2ccccc2)c1=O	-18.8	0.1	-1.2	20.0	-1.7	-0.4	-11.0	11.2	-0.5
COc1cccc(NC(=O)Nc2ccc(Cc3ccncc3)cc2)c1	-4.5	0.6	-2.2	6.4	-0.1	19.3	-1.9	-10.4	-0.6
COc1cc(C(=O)Oc2ccc(Br)cc2C(=S)N2CCOCC2)cc(OC)c1OC	-15.3	1.3	-2.6	1.7	-1.8	0.3	6.0	7.8	0.8
COC(=O)c1cc(S(=O)(=O)NCC2CCN(Cc3cccc(F)c3)CC2)cn1C	8.0	-8.8	0.2	8.3	0.5	2.4	0.6	-1.2	-0.6
CC(C)c1ccc(S(=O)(=O)c2n[nH]n3c2nc(=O)c2ccccc23)cc1	-8.5	-0.7	-7.2	-7.1	-0.6	-3.4	-1.6	-11.2	1.2
Cc1ccc(S(=O)(=O)NC(=O)Nc2cc(C(C)(C)C)on2)cc1	.	0.5	-1.3	-3.5	.	-5.0	.	-8.5	.

A second format for some results above.
O=C(CNC(=O)Cc1ccccc1)NCC(=O)OCc1ccc(C(=O)c2ccccc2)cc1
  BoNT-F LC inh = -2.8
  TcdB inh = -0.7
  FadD28 FP inh = -0.6
  Y pestis TopoI = 40.5
  BoNT A protease = -1.4
  PrPC TRFRET = .
  Anthrax LF inh2 = -7.1
  CCHFV vOTU inh = .
  PfHsp40 yeast = -0.7
O=C(COC(=O)COc1ccc(Cl)cc1Cl)NC1CCCC1
  BoNT-F LC inh = 3.1
  TcdB inh = 1.9
  FadD28 FP inh = 0.6
  Y pestis TopoI = 13.7
  BoNT A protease = -0.5
  PrPC TRFRET = -1.6
  Anthrax LF inh2 = -2.3
  CCHFV vOTU inh = -1.5
  PfHsp40 yeast = -0.8

Continuation.
mol	BoNT-F LC inh	TcdB inh	FadD28 FP inh	Y pestis TopoI	BoNT A protease	PrPC TRFRET	Anthrax LF inh2	CCHFV vOTU inh	PfHsp40 yeast
COc1ccc(C(=O)NCC(=O)Nc2cccc(S(=O)(=O)N3CCCC3)c2)cc1	.	-1.5	-2.3	-4.5	.	8.5	.	4.8	-1.1
COc1ccc(-c2c3c(=O)n(C)c(=O)n(C)c3cn2Cc2cccnc2)cc1	3.4	.	-1.8	-5.7	-0.7	3.0	5.9	12.2	-1.2
C[C@H]1CN([C@@H](C)CO)S(=O)(=O)c2ccc(Br)cc2O[C@H]1CN(C)S(=O)(=O)c1ccccc1F	0.2	0.0&-8.3	-1.0	1.8	-0.9	4.7	-0.1	-5.2	.
CCOC(=O)c1cc(-c2ccccc2)n[nH]1	-11.3	-2.4	-2.9	1.9	-0.3	3.5	-10.6	-6.3	1.4
CCOC(=O)N1CCC(N2Cc3cccc(C(=O)Nc4ccc(CC)cc4)c3C2=O)CC1	0.2	.	-3.6	18.2	0.5	0.1	-4.9	-17.1	0.3
CCC(=O)c1ccc(OCC(=O)OCC(=O)N(CCC#N)c2ccc3c(c2)OCCO3)cc1	-3.8	2.9	0.1	20.7	-0.6	2.8	-6.2	-3.2	0.7
COc1ccccc1NS(=O)(=O)c1cccc(C(=O)NCC2(N3CCCCC3)CCCCC2)c1	0.2	0.5	-1.9	-3.4	0.7	-15.4	-3.1	7.8	0.0
CN1CCN(NC(=S)NC(C)(C)CC(C)(C)C)CC1	2.1	2.6	-1.7	-0.2	-1.5	-0.8	-1.8	11.0	-0.9
COc1cc(-c2noc(C)c2-c2ccc(N(C)C)nc2)cc(OC)c1OC	-1.3	3.1	-2.1	21.4	-0.2	2.7	3.7	6.2	-0.2
Cc1ccc(C(=O)N/C(=C\c2ccco2)C(=O)N2CCOCC2)cc1C	-4.5	1.3	-1.0	-1.3	0.2	-9.0	1.1	16.3	1.3
CCC(=O)Nc1nnc(Sc2ccc(N(C)C)cc2)s1	-5.0	.	-1.6	7.7	-0.5	1.9	-2.9	0.5	0.0
NC(=S)Nc1cc2ccccc2c2ccccc12	-1.2	.	-3.7	-12.9	?	-3.7	-2.7	-7.3	6.2
O=C1C2ON(c3ccccc3)C(c3cccnc3)C2C(=O)N1c1ccccc1 (configuration not stated)	-5.7	.	-3.3	-5.8	0.2	6.7	-2.7	-11.1	0.7
O=C1CC(c2ccc(Cl)cc2)CC(O)=C1C=NCc1ccc(Cl)c(Cl)c1 (configuration not stated)	-2.4	.	-2.9	8.8	-0.7	5.0	-3.4	-2.5	1.4
CCSc1ccc(C(=O)NCC(=O)O)cc1	?	0.0	-2.4	5.0	?	6.6	-6.8	-7.6	0.7
COc1cc(NC(=O)Cc2cccs2)c(C(=O)O)cc1OC	0.1	3.5	-3.2	4.5	0.3	0.0	-7.0	-1.8	-0.9
Cc1nc2ccccn2c1C(=O)N/N=C/c1cc(C)n(-c2ccc(Cl)cc2)c1C	-9.5	.	-1.7	3.8	-0.9	3.8	-8.0	15.2	1.7
COc1ccc(CN(C)C(=O)CCN2C(=O)c3ccccc3C2=O)c(OC)c1OC	15.3	-1.0	1.8	-4.2	1.6	-3.6	-8.6	0.2	0.9
CCCc1cc(=O)oc2cc(OCC(=O)N3C[C@H]4C[C@@H](C3)c3cccc(=O)n3C4)ccc12	1.6	0.2	-0.6	-3.4	0.2	-4.7	-2.1	-0.7	-1.2
Cc1cccc(Cn2c(=O)n(CCCC(=O)NCc3ccco3)c(=O)c3ccccc32)c1	3.9	.	-1.8	26.8	0.1	3.4	1.9	14.1	0.3
NC(=O)[C@@H]1CCNc2c(I)cc([N+](=O)[O-])cc2C(=O)N[C@@H](CCC(=O)O)C(=O)N[C@@H](CO)C(=O)N1	-6.6	.	-1.6	2.7	0.1	.	-1.0	.	-0.3
CC(C)c1ccc(NC(=O)NC2CCCCC2)cc1	4.4	-0.4	-1.8	6.0	-0.2	.	-0.2	.	0.2
O=C(CSc1nc2nc(-c3cccs3)cc(C(F)(F)F)c2c(=O)[nH]1)C(F)(F)F	4.1	1.6	.	3.7	-3.9	-4.9	3.5	-362.2	0.5
Cc1cc(C)c2c(N)c(S(=O)(=O)Cc3ccccc3)sc2n1	-6.7	.	-1.2	-1.2	-0.4	-0.5	-0.9	3.4	0.8
Oc1ccc(-c2[nH]ncc2-c2ccc(Cl)cc2)c(O)c1	-8.3	.	-8.0	-20.5	-0.2	2.6	-2.6	4.7	-0.6
COCCNC(=S)NN=C1CCCCCC1	-5.2	1.7	-0.8	1.5	-0.3	1.6	5.3	-4.0	0.2
COC(=O)[C@]12CCCCC=C1N(Cc1ccccc1)C(=O)[C@H](CC(=O)NCC13CC4CC(CC(C4)C1)C3)C2	1.7	0.0	.	.	0.3	3.8	7.8	16.3	.
Cc1cc(C(c2ccc(O)cc2)c2cc(C)c(O)cc2C)c(C)cc1O	?	0.6	0.1	-4.7	0.9	8.3	6.3	-3.4	-0.2
COc1cccc(-n2nc3c(=O)n(Cc4ccccc4Cl)nc(C)c3c2C)c1	3.6	1.0	-1.8	0.8	-0.1	9.2	0.1	5.0	1.8
Cc1ccc2[nH]c(-c3cccc(N)c3)cc2c1	-9.2	.	-5.8	-18.3	-0.2	3.8	-1.9	2.3	0.2
Cn1c(SCc2ccc(Cl)cc2)nnc1C1CC1	-1.1	0.2	-0.6	4.2	0.3	8.7	-5.8	8.6	-0.8
O=C(CCCCCn1c(=S)[nH]c2cc3c(cc2c1=O)OCO3)N1CCN(C2CCCCC2)CC1	.	.	1.3	14.5	.	3.6	.	-1.2	0.6
Cc1ccc2cc(CN(CC3CCCO3)C(=O)NC3CCCCC3)c(=O)[nH]c2c1C (configuration not stated)	-9.1	.	-1.0	18.9	0.9	7.2	-2.0	-3.8	0.1
COc1ccc(NC(=O)c2ccc(NC(=O)c3ccco3)cc2)c(OC)c1	-14.2	0.9	-5.7	-1.3	2.5	5.4	-4.9	7.4	1.2
CCOC(=O)Cn1c(=O)c2c(nc(N3CCOCC3)n2C)n(C)c1=O	-5.2	.	0.6	6.6	-0.8	0.1	-3.3	-12.5	-2.2
CC(C)N(Cc1cnn(C)c1)Cc1nc(-c2ccc(Cl)cc2)no1	-0.3	1.9	-4.3	-0.6	0.0	-0.5	1.5	-9.2	-2.2
